Assay outcomes as filed in PubChem.
XIAP displacement = XIAP antagonists, biochemical, IAP family, fluorescence polarization (AID 1018); XIAP BIR domain, fluorescence polarization peptide displacement; higher % means a stronger effect; 200,000 tested, 0.007% active; displacement, % at 20 µM; hits with a dose series show IC50 in µM; in the data active means displacement above about 50%; further: a part of the inactive calls stands beside numbers as strong as those of hits
WT yeast gro inh = growth inhibition of WT yeast, mitochondrial fusion screen | mitochondrial fusion phenotypic screen, WT strain | 190,000 tested, 2.1% active | inhibition, % at 10 µM | AID 1362; in the data active means inhibition above about 58%; tested in S. cerevisiae
RSV antiviral HEp-2 = RSV antiviral activity via CPE protection, HEp-2 cells, primary 10 µM value included (AID 2391). 310,000 tested, 0.13% active. HEp-2 cells, RSV-induced CPE inhibition; higher % means a stronger effect. CPE inhibition, % at 10 µM, or IC50 in µM where a hit was titrated; in the data active means a potency from the dose series; further: strong numbers were not always called active
Siah-1 displacement = blockers of Siah-1 interaction with plectin peptide – biochemical, fluorescence polarization, rhodamine-plectin, uHTS, primary screen (AID 1817) | Siah-1 / rhodamine-plectin peptide fluorescence polarization; higher % means a stronger effect | one-dose displacement, % at 20 µM; IC50 in µM for titrated hits | 290,000 tested, 0.02% active;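 active means displacement of at least 50% at 20 µM, with a fluorescence ratio check between 0.3 and a set limit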;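 further: plate controls were Siah plus tracer with DMSO for no effect and tracer alone without Siah for full effect; strong numbers were not always called active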
Salmonella PhoP GFP = inhibitors of PhoP regulon expression, primary screen, Salmonella Typhimurium, GFP reporter (AID 1863). S. Typhimurium PhoP-regulated promoter GFP reporter, 4 h; higher % means a stronger effect. inhibition, % at 50 µM; hits with a dose series show IC50 in µM. 300,000 tested, 0.16% active;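 active means inhibition over 29.93%, a cutoff 3 SD above the screen mean, later confirmed by dose response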;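 further: 0% = low Mg2+ inducing control and 100% = high Mg2+ repressing control; strong numbers were not always called active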
human PMI inhibition = inhibitors of human PMI, primary screen, biochemical, fluorescence intensity, coupled assay (AID 1209) | 190,000 tested, 0.42% active | inhibition, % at 20 µM, or IC50 in µM where a hit was titrated | purified PMI enzyme, coupled fluorescence intensity; higher % means a stronger effect;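 further: plate controls were DMSO vehicle for no effect and wells lacking substrate for full effect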
human PMI inhibitors = human PMI inhibitors, high substrate, primary screen, biochemical, fluorescence intensity, high mannose 6-phosphate (AID 1220); 190,000 tested, 0.66% active; recombinant PMI enzyme, coupled fluorescence intensity; higher % means a stronger effect; inhibition, % at 20 µM, or IC50 in µM where a hit was titrated
TNAP activation fold = human TNAP enzyme activators, primary screen, biochemical, luminescent, no phosphate acceptor, uHTS (AID 1001). 200,000 tested, 0.03% active. purified TNAP, luminescent activation assay, no phosphate acceptor; higher activation fold means a stronger effect. activation fold at 20 µM, or EC50 in µM where a hit was titrated; in the data active means activation fold from about 3, or a potency from the dose series; inactive means the rest, 99 in 100 with activation fold below about 1.6; further: many of its hits are not listed in these tables
Myeloid diff 2 = myeloid differentiation induction; ER-HoxA9 myeloid progenitors, lysozyme-GFP differentiation, flow cytometry; calls only at 10 µM; 360,000 tested, 1% active; AID 624256;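 active means normalized GFP-positive differentiation at or above the plate's own cutoff, the solvent-only control mean plus 3 SD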;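 further: cells exposed to compound for four days before flow analysis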
WT yeast gro inh mutant strain = also measured in WT yeast gro inh; calls as there; inhibition, %; mitochondrial fusion phenotypic screen, mutant strain inhibition
Myeloid diff 2 GFP+ MAC1+ % = recorded beside Myeloid diff 2, whose call it bears; GFP+ MAC1+ double positive, %; measured here: differentiation confirmed by MAC1 staining
* = called active by the depositor; i = inactive; nt = not tested or not shown. Unless noted, no stated cut-off is given here; in the data, active means inhibition above about 50%; inactive means the rest.

SMILES | XIAP displacement | WT yeast gro inh | WT yeast gro inh mutant strain | RSV antiviral HEp-2 | Siah-1 displacement | Salmonella PhoP GFP | human PMI inhibition | human PMI inhibitors | TNAP activation fold | Myeloid diff 2 | Myeloid diff 2 GFP+ MAC1+ %
FC(F)(F)c1nc(-c2cccs2)ncc1-c1nnnn1-c1ccc(Cl)cc1 | -17.3% | 76.6* | 51.3* | 14.0% | -0.1% | -4.8% | 15.2% | 13.0% | 1.1 | i | 0.0
O=C(Oc1ccc(C(=S)N2CCOCC2)cc1)c1ccc(Br)cc1 | -10.9% | 3.5 | 2.2 | 3.3% | 1.8% | -3.3% | 5.3% | 2.5% | 1 | i | 0.2
O=c1nc2sc3ccccc3n2c(=O)n1-c1cccc(Cl)c1 | -6.3% | 3.1 | 19.7 | 4.0% | -2.3% | 1.5% | 0.6% | -4.4% | 1 | i | 0.9
CC(=O)C1C(c2cccc([N+](=O)[O-])c2)C2C(C)=NN=C2CC1(C)O (stereo not given) | 4.0% | 2.0 | 7.0 | 1.6% | 6.7% | -9.0% | 6.2% | 13.0% | 1 | i | 0.4
CCC(C)(C)NC(=O)c1ccc2c(c1)N(CC(=O)OC)C(=O)C(C)(C)O2 | -23.5% | 12.5 | 12.6 | 4.0% | -2.3% | -2.5% | 6.1% | 7.3% | 1 | i | 0.2
O=C(c1ccco1)N1CCN(Cc2csc(-c3ccccc3Cl)n2)CC1 | nt | nt | nt | 13.0% | -4.8% | -6.1% | nt | nt | nt | i | 1.5
COc1ccc(C)cc1N(CC(N)=O)S(=O)(=O)c1ccc(C)cc1 | -5.4% | -1.0 | 0.1 | 1.7% | -1.6% | -3.6% | -8.7% | -2.9% | 1 | i | 0.3
CC(C)(C)N(CC#CCC1(O)c2ccccc2-c2ccccc21)CCO | -8.5% | -5.1 | -9.1 | 1.5% | -2.1% | nt | 15.6% | -3.2% | 1.1 | i | 0.7
O=S(=O)(c1cccc2nsnc12)N1CCCC1 | -2.4% | -26.7 | -21.4 | 1.0% | 7.4% | 2.8% | -0.2% | -0.8% | 1.1 | i | 6.8
COC(=O)c1ccc(Cn2nc(C(F)(F)F)cc2C)cc1 | -8.7% | 14.2 | 2.0 | 0.9% | -5.5% | 0.9% | 0.7% | -2.2% | 1.1 | i | 0.5
CCC/C(=N/NC(=O)c1csc(C)c1C)c1ccc(Cl)s1 | -4.4% | 3.2 | 19.9 | 0.1% | 0.5% | -14.3% | -1.8% | -4.4% | 1.1 | i | 0.7
CCOC(=O)C1=C(C)NC(=O)NC1c1ccc(OCC(=O)Nc2ccccc2)c(OC)c1 (stereo not given) | 0.4% | -3.0 | -1.9 | 0.6% | -1.4% | 10.4% | 13.3% | 16.6% | 1.1 | i | 3.1
Cn1c(=O)oc2cc(S(=O)(=O)N3CCCC(C(=O)NC4CCCc5ccccc54)C3)ccc21 (stereo not given) | -3.3% | -4.3 | -8.7 | 1.7% | -7.3% | 7.4% | -12.1% | -13.5% | 1 | i | 3.8
Cc1ccccc1OC(=O)CCC(=O)OCCCC(F)(F)C(F)(F)F | -4.7% | 0.6 | 9.7 | 0.7% | -1.9% | -8.4% | 11.8% | 7.4% | 1 | i | 7.1
O=S(=O)(c1ccc(Cl)cc1)N1CCn2c1nc1ccccc12 | -6.9% | 3.9 | -5.5 | 1.2% | -5.6% | 10.3% | -6.7% | -11.6% | 0.9 | i | 1.6
Cc1ccc(S(=O)(=O)N2CCOCCOCCOCCOCCOCC2)cc1 | nt | nt | nt | 0.4% | -1.0% | 1.3% | nt | nt | nt | i | 0.3
COc1ccc(NC(=O)CN(C)C(=O)c2cc(-c3ccncc3)nc3ccccc23)cc1 | nt | nt | nt | 1.4% | -2.3% | 3.1% | nt | nt | nt | i | 0.3
CN(c1ccc(OCC(=O)N2CCOCC2)cc1)S(=O)(=O)c1ccc(F)cc1 | -7.2% | -6.4 | -4.3 | -0.3% | -6.4% | -7.4% | -9.1% | 1.9% | 1 | i | 0.2
CCN(CC)S(=O)(=O)c1ccc(N2CCOCC2)c(NC(=O)C2=COCCO2)c1 | nt | nt | nt | 3.6% | 3.2% | 3.4% | nt | nt | nt | i | 3.3
O=C(CCCNC(=O)c1ccc(Cl)cc1)NCc1ccccc1Cl | nt | nt | nt | 1.5% | 0.3% | -1.6% | nt | nt | nt | i | 0.8
CC(/C=C1\SC(=S)N(CC(=O)O)C1=O)=C\c1ccccc1 | nt | nt | nt | -0.4% | 0.3% | 0.5% | nt | nt | nt | i | 0.3
COC(=O)c1ccc(CSc2nc3sc(C(=O)O)c(C)c3c(=O)[nH]2)cc1 | -5.8% | -2.8 | 0.6 | 0.2% | 1.1% | -11.2% | -3.0% | -3.9% | 1.1 | nt | nt
Cc1ccc(S(=O)(=O)N(C)CC(=O)N2CC(C)OC(C)C2)cc1 (stereo not given) | nt | nt | nt | 0.5% | -2.6% | -4.1% | nt | nt | nt | i | 1.2
COc1ccc(Cl)cc1NC(=O)C(C)N(C)Cc1cccc(Cl)c1Cl (stereo not given) | -6.3% | 30.0 | -2.8 | 11.5% | 5.7% | 3.4% | 16.3% | 12.1% | 1.1 | i | 0.0

As a short view, four of the compounds above:
SMILES | XIAP displacement | WT yeast gro inh | WT yeast gro inh mutant strain | RSV antiviral HEp-2 | Siah-1 displacement | Salmonella PhoP GFP | human PMI inhibition | human PMI inhibitors | TNAP activation fold | Myeloid diff 2 | Myeloid diff 2 GFP+ MAC1+ %
CC(/C=C1\SC(=S)N(CC(=O)O)C1=O)=C\c1ccccc1 | nt | nt | nt | -0.4% | 0.3% | 0.5% | nt | nt | nt | i | 0.3
COC(=O)c1ccc(CSc2nc3sc(C(=O)O)c(C)c3c(=O)[nH]2)cc1 | -5.8% | -2.8 | 0.6 | 0.2% | 1.1% | -11.2% | -3.0% | -3.9% | 1.1 | nt | nt
Cc1ccc(S(=O)(=O)N(C)CC(=O)N2CC(C)OC(C)C2)cc1 (stereo not given) | nt | nt | nt | 0.5% | -2.6% | -4.1% | nt | nt | nt | i | 1.2
COc1ccc(Cl)cc1NC(=O)C(C)N(C)Cc1cccc(Cl)c1Cl (stereo not given) | -6.3% | 30.0 | -2.8 | 11.5% | 5.7% | 3.4% | 16.3% | 12.1% | 1.1 | i | 0.0

Continued:
SMILES | XIAP displacement | WT yeast gro inh | WT yeast gro inh mutant strain | RSV antiviral HEp-2 | Siah-1 displacement | Salmonella PhoP GFP | human PMI inhibition | human PMI inhibitors | TNAP activation fold | Myeloid diff 2 | Myeloid diff 2 GFP+ MAC1+ %
Cc1cc(C)n(/C(=C\N(C)C)C(=O)c2cccc([N+](=O)[O-])c2)n1 | nt | nt | nt | 2.4% | 0.4% | 14.7% | nt | nt | nt | i | 0.4
Cc1ccc(Cl)cc1NC(=O)CSc1nncn1-c1ccccn1 | nt | nt | nt | 1.5% | 3.6% | 2.7% | nt | nt | nt | i | 2.4
CCCOc1ccccc1NC(=O)/C=C/C(N)=O | 1.9% | 50.6 | 37.2 | -3.5% | 6.9% | 4.5% | -31.7% | 5.6% | 1.1 | i | 14.3
Cc1nc2ccc(NC(=O)c3ccc(S(=O)(=O)N(C)c4ccccc4)cc3)cc2s1 | -15.1% | 20.3 | -6.1 | 11.4% | 2.9% | -3.6% | 21.2% | 21.9% | 1 | i | 0.0
CNS(=O)(=O)c1cccc(C(=O)OCC(=O)N(Cc2ccccc2)C(C)(C)C)c1 | -2.8% | 7.5 | -6.7 | 6.8% | 4.4% | -0.4% | -1.6% | -3.8% | 1.3 | i | 0.3
COc1ccc(C(=O)Nc2nc3cc(OC)c(OC)cc3c(=O)[nH]2)cc1 | -3.5% | 7.3 | 3.1 | -0.9% | 9.0% | -8.7% | 2.1% | -4.0% | 1.1 | i | 1.4
Cc1ccc(/C(O)=C2/C(=O)C(=O)N(CCN3CCOCC3)C2c2ccccn2)cc1 (stereo not given) | -4.6% | -11.5 | -7.1 | 0.9% | 5.3% | -1.3% | -16.4% | -49.2% | 1.1 | i | 0.5
COC(=O)c1ccccc1NC(=O)Nc1nnc(N2CCCCC2C)s1 (stereo not given) | 1.6% | 4.2 | 5.6 | 0.9% | 21.7% | -0.1% | 0.9% | 1.8% | 1.1 | i | 2.1
O=C(O)c1ccc(-n2cccc2/C=N\NC(=O)c2cc3cc(Br)ccc3o2)cc1 | nt | nt | nt | 7.2% | 29.4% | -12.5% | nt | nt | nt | i | 0.5
Oc1cc2c(cc1CN1CCc3ccccc3C1)OCO2 | nt | nt | nt | 1.1% | 8.9% | -4.0% | nt | nt | nt | i | 2.5
Cc1ccc(NC(=O)CCN2CCCCC2)cc1 | nt | nt | nt | 0.3% | 3.8% | -0.2% | nt | nt | nt | i | 0.6
COc1ccc2c(CC(=O)Nc3ncc(C)s3)coc2c1 | -0.3% | 23.1 | 12.8 | 0.4% | -5.4% | 2.5% | -4.1% | -1.9% | 1.1 | i | 0.5
CCOc1ccccc1N=C1NC(=O)CS1 | 1.1% | -3.3 | 31.1 | -1.0% | 0.8% | -2.7% | 1.6% | 1.5% | 1.1 | i | 1.2
Cc1cnc(C(=O)N2CCCC(N3CCN(c4ccccc4C)CC3)C2)cn1 (stereo not given) | nt | nt | nt | -0.1% | 11.9% | -6.8% | nt | nt | nt | i | 1.6
C=CCN1C(=O)C(Cc2ccc(SC(F)F)cc2)SC1=Nc1ccc(C(=O)O)cc1 (stereo not given) | -4.3% | -15.1 | 6.5 | 5.0% | -1.5% | -1.5% | -19.4% | -5.1% | 1.1 | i | 0.2
COc1ccc(CC(=O)N2CCN=C2SCc2ccc([N+](=O)[O-])cc2)cc1 | -3.6% | 16.2 | 17.6 | 0.0% | 5.8% | 1.1% | 0.3% | 0.3% | 1 | i | 0.6
CCN(CC)CCN1C(=O)C(=O)/C(=C(/O)c2c(C)[nH]c(C(=O)OC)c2C)C1c1ccc(OC)cc1 (stereo not given) | -4.8% | 12.3 | 8.0 | -1.2% | 0.9% | 5.5% | -2.8% | -1.1% | 1.1 | i | 1.3
C#CC[N+]1(CC#Cc2ccccc2)CCOCC1 | -5.4% | 10.2 | 19.3 | 1.8% | 1.8% | -0.7% | 3.4% | 1.6% | 1.1 | i | 4.6
O=C(CCCn1c(=O)[nH]c2cc(Cl)ccc2c1=O)NC1CCCCCCC1 | -0.8% | 1.0 | 7.3 | 1.7% | 1.4% | -1.9% | -3.5% | -7.9% | 1 | i | 0.7
Cc1c(NC(=O)C(C)OC(=O)CC2Sc3ccccc3NC2=O)c(=O)n(-c2ccccc2)n1C (stereo not given) | -4.7% | -6.0 | 3.6 | 2.8% | -3.0% | 12.2% | -7.3% | -2.8% | 1.1 | i | 1.0
